Compound activity as filed in PubChem BioAssay.
TEAD-YAP block = TEAD-YAP interaction inhibition, primary screen, TEAD-YAP interaction inhibitor project, luminescence, HEK-TIYL cells. 640,000 compounds, 1.4% hits. inhibition, % at 9.12 µM. TEAD-Gal4/YAP UAS-luciferase luminescence; in the data active = inhibition above about 32%;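 also: 0% = median of test compound wells and 100% = reference inhibitor wells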
MITF inh = MITF inhibitors, primary screen, biochemical, AlphaScreen, human. AlphaScreen MITF homodimerization, bead proximity signal. inhibition, % at 2.6 µM. 650,000 compounds, 0.91% hits. Microphthalmia-associated transcription factor (Homo sapiens), O75030; in the data active = inhibition above about 50%;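 also: 0% = vehicle wells with protein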
Target sequence (O75030 whole entry, looked up): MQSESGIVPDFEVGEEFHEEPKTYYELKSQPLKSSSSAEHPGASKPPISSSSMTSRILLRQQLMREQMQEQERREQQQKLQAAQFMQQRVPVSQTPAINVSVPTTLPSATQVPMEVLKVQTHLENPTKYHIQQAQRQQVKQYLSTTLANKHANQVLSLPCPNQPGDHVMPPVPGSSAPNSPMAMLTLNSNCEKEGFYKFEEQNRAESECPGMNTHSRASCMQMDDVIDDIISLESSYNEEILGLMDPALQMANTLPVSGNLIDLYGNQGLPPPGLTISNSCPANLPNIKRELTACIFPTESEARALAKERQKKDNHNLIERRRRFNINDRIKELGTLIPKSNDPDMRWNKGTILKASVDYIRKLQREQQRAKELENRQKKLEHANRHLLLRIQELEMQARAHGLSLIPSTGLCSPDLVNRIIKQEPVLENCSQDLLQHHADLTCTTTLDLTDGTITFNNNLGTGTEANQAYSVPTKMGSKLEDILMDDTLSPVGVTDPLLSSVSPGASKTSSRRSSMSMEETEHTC
FBW7 act = FBW7 E3 ligase activators, primary screen, biochemical, AlphaScreen, human. F-box/WD repeat-containing protein 7 (Homo sapiens), Q969H0. AlphaScreen FBW7–phospho-cyclin E peptide binding, activator screen. normalized activity (activation), % at 26.1 µM. 650,000 compounds, 0.13% hits; in the data active = normalized activity above about 1.9%;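 also: purified mutant Fbw7 with reduced substrate affinity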
GPR151 ag = activators of human GPR151, primary screen, cell-based, PathHunter beta-arrestin, luminescence; G-protein coupled receptor 151 (Homo sapiens), Q8TDV0; PathHunter beta-arrestin GPR151 cells; activation, % at 11.2 µM; 650,000 compounds, 1% hits; AID 1508602, 2020; in the data active = activation above about 4.9%;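 also: 0% = median of compound wells and 100% = cells with positive control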
Target sequence (Q8TDV0 whole entry, looked up): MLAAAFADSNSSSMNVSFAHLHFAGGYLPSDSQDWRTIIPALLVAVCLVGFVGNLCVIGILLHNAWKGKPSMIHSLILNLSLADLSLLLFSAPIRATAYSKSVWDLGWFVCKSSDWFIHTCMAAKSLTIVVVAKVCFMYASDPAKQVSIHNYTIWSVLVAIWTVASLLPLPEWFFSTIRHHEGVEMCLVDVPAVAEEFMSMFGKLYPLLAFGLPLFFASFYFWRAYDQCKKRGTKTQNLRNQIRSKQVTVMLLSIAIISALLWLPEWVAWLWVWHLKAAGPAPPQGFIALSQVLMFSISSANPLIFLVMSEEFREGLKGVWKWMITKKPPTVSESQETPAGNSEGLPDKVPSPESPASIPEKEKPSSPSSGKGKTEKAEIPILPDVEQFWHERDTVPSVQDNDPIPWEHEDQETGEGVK
* hit, by the source's call.

# | SMILES | TEAD-YAP block | MITF inh | FBW7 act | GPR151 ag
1 | O=C(Nc1cc(Cl)cc(Cl)c1)c1ccc(S(=O)(=O)N2CCc3ccccc3C2)cc1 | 0 | -10 | 0.0 | -0.5
2 | CC(C)CCn1nnnc1CN1CCN(c2ccc(F)cc2)CC1 | -2 | -1 | -0.2 | 1.7
3 | COc1ccc(NC(=O)c2ccccc2NS(=O)(=O)c2ccccc2[N+](=O)[O-])cc1 | -12 | 13 | -0.1 | -0.3
4 | Cc1ccccc1C(=O)NNC(=O)/C=C/c1ccccc1 | 2 | -1 | 0.0 | 2.7
5 | COC(=O)c1c(NC(=O)c2cc(Cl)ccc2OC)sc2c1CCCC2 | -1 | -3 | 0.0 | -0.6
6 | O=C(O)c1ccc(CNCc2cccnc2)s1 | 5 | -2 | 0.0 | -0.3
7 | CCc1cccc(NC(=O)Cc2ccccc2)c1 | -17 | 5 | 0.1 | 0.3
8 | O=C1C(=Cc2nc3ccccc3c(=O)n2Cc2ccccc2)c2ccccc2N1Cc1ccccc1 | 4 | 7 | 0.1 | 0.8
9 | CN(CCc1ccccc1)C1CCCN(C(=O)c2ccc(Cn3cnnn3)cc2)C1 (centres undefined) | -6 | 17 | 0.1 | -0.8
10 | CCN1CCN(c2ncnc3sc(C(=O)Nc4cccc(OC)c4)c(C)c23)CC1 | -64 | 19 | 0.6 | 0.4
11 | Cc1ccc(NCc2ccc([N+](=O)[O-])s2)cc1 | 7 | 8 | -0.2 | 1.5
12 | CCOc1ccccc1C(=O)Nc1cc(OC)c(Cl)cc1OC | 5 | 3 | 0.6 | -0.2
13 | Cc1nc(N2CCCCC2)c2sc(=S)n(C)c2n1 | -1 | 11 | 0.1 | 1.7
14 | Cc1ccc(S(=O)(=O)N(CC(=O)Nc2ccc3c(c2)OCO3)Cc2ccccc2)cc1 | 2 | 11 | 0.2 | -0.1
15 | Cc1ccc(-c2noc(=O)n2CC(=O)N2CCCC2)cc1 | 10 | -3 | 0.0 | 0.4
16 | CCc1ccc(C(=O)c2sc3c(c2N)C(c2cccnc2)C(C(C)=O)=C(C)N3)cc1 (centres undefined) | -5 | -12 | 0.0 | 1.0
17 | O=C(C1CCCN(S(=O)(=O)c2cnc[nH]2)C1)N1CCN(c2ccc(Cl)cc2)CC1 (centres undefined) | 5 | -4 | 0.4 | 0.5
18 | CCOC(=O)C1(Cc2ccccc2C)CCCN(S(C)(=O)=O)C1 (centres undefined) | -14 | -1 | 0.0 | 0.1
19 | O=C(N/C(=C\c1ccc([N+](=O)[O-])cc1)C(=O)N1CCCCC1)c1ccccc1 | -5 | 6 | -0.1 | 1.0
20 | Cc1ccc(NNC2CC(=O)N(N(C)C)C2=O)cc1 (centres undefined) | -3 | -5 | 0.1 | 0.9
21 | Cc1ccc(NC(=O)/C(C#N)=C/c2cccnc2)cc1Cl | 2 | -1 | 0.0 | 1.1
22 | CC1(C)CC(=O)C2=C(C1)OC1=C(C(=O)CC(C)(C)C1)C2c1cccs1 | 1 | -5 | -0.1 | 1.7
23 | Nc1nccc(-c2ccc3nc(C4COc5ccc(F)cc5C4)[nH]c3c2)n1 (centres undefined) | 43* | 2 | 0.0 | -1.1
24 | COc1cccc(N2CCN(C(=O)C3C4C=CC5(CN(Cc6ccccc6Cl)C(=O)C35)O4)CC2)c1 (centres undefined) | -8 | -12 | -0.1 | 1.4
25 | O=C(CNc1ccc(C(F)(F)F)cc1[N+](=O)[O-])OC1CCOC1=O (centres undefined) | 9 | 6 | 0.0 | -1.0

Values in list order from above:
Compounds 10–13 in FBW7 act: 0.6, -0.2, 0.6, 0.1

Single values from the entries so far.
compound 11 @ FBW7 act = -0.2
compound 15 @ TEAD-YAP block = 10
compound 13 @ GPR151 ag = 1.7
compound 6 @ GPR151 ag = -0.3

Remaining list, next part.
# | SMILES | TEAD-YAP block | MITF inh | FBW7 act | GPR151 ag
26 | COc1cccc(NC(=O)N(CCN(C)C)C(C)c2cccnc2)c1 (centres undefined) | 3 | 6 | 0.1 | 0.1
27 | COc1ccc(Cn2c(C)nc3cc(NC(=O)C(C)(C)C)c(C)nc32)cc1 | -5 | 12 | 0.2 | -0.6
28 | CC(=O)c1cccc(NC(=O)C2C3CCC(C3)C2C(=O)O)c1 (centres undefined) | 0 | -5 | -0.1 | 0.8
29 | CC(C)=CCN1CCN(Cc2cccc(F)c2)CC1CCO (centres undefined) | 1 | -6 | 0.0 | -1.9
30 | Cc1cccc(CN2CCc3c(O)cccc3C2=O)c1 | 25 | -1 | 0.0 | 3.9
31 | COc1cccc(-c2nc3ccccc3c(=O)n2NC(=O)c2ccc(C)c(C)c2)c1 | 4 | 9 | 0.0 | 1.1
32 | O=S(=O)(NCC(c1ccco1)N1CCN(c2ccccc2F)CC1)c1cccs1 (centres undefined) | -8 | 13 | 0.9 | -0.2
33 | CC(C)CC1c2[nH]c3ccccc3c2CCN1C(=O)c1csnn1 (centres undefined) | 40* | 4 | 0.3 | 0.8
34 | O=C(c1ccc2nc3ccccc3c(=O)n2c1)N1CCN(c2ccc([N+](=O)[O-])cc2)CC1 | -4 | -18 | 0.1 | -1.1
35 | CCC(C)n1c(=N)c(S(=O)(=O)c2ccccc2)cc2c(=O)n3cccc(C)c3nc21 (centres undefined) | -1 | 0 | -0.1 | -0.3
36 | O=C(Nc1ccc(Cl)cc1)c1cccc(S(=O)(=O)N2CCOCC2)c1 | 21 | 13 | 0.1 | 1.6
37 | Cc1cc(Cl)cc(Cl)c1OCC(=O)NCc1ccco1 | 3 | 14 | 0.1 | -1.8
38 | CCOC(=O)c1cn(-c2ccccc2[N+](=O)[O-])c2cc(Cl)c([N+](=O)[O-])cc2c1=O | 3 | 3 | 0.0 | 0.3
39 | OCCNc1nc(NCCC2=CCCCC2)nc(N2CCCC2)n1 | 6 | 2 | -0.2 | 2.0
40 | Cc1nc2ccc(I)cc2c(=O)n1C | 3 | -11 | -0.2 | 1.7
41 | CC(=O)NC(CC(C)C)C(=O)NC(C(=O)OCc1ccccc1)C(C)C (centres undefined) | -4 | 11 | -0.2 | -0.1
42 | O=C1CCCN1CCCNc1ncnc2nc(Nc3nccc4ccccc34)[nH]c12 | 8 | -2 | 0.0 | -0.5
43 | CCn1c(SCc2cccc(Cl)c2)nc2c(c1=O)SCC2 | -6 | 15 | 0.5 | -2.2
44 | CC(=O)c1ccc(NC(=O)c2cn(C)nc2C)cc1 | -20 | 6 | 0.5 | -2.5
45 | COc1cc(C(=S)N2CCCC2)ccc1OCc1ccccc1F | -53 | 21 | 0.1 | -1.2
46 | Cc1nc(N2CCN(C)CC2)c2c(C)c(C(=O)Nc3cnc4ccccc4c3)sc2n1 | 27 | 2 | 0.0 | -2.0
47 | COc1ccc(CNC(=O)Nc2cn(C)c(=O)c3ccccc23)cc1 | 17 | -2 | 0.4 | 0.2
48 | COC(=O)c1sc(-c2ccccc2)cc1NC(=O)c1ccc(S(=O)(=O)N(C)c2ccccc2)cc1 | 2 | -1 | 0.3 | -1.7
49 | Cn1ncc2c(NCCO)nc(N3CCOCC3)nc21 | -1 | -11 | -0.2 | -0.8
50 | CN(C)CCCNc1cn[nH]c(=O)c1Cl | -7 | 2 | 0.1 | 0.2

Structural class: those above with fluorine
# | SMILES | TEAD-YAP block | MITF inh | FBW7 act | GPR151 ag
2 | CC(C)CCn1nnnc1CN1CCN(c2ccc(F)cc2)CC1 | -2 | -1 | -0.2 | 1.7
23 | Nc1nccc(-c2ccc3nc(C4COc5ccc(F)cc5C4)[nH]c3c2)n1 (centres undefined) | 43* | 2 | 0.0 | -1.1
25 | O=C(CNc1ccc(C(F)(F)F)cc1[N+](=O)[O-])OC1CCOC1=O (centres undefined) | 9 | 6 | 0.0 | -1.0
29 | CC(C)=CCN1CCN(Cc2cccc(F)c2)CC1CCO (centres undefined) | 1 | -6 | 0.0 | -1.9
32 | O=S(=O)(NCC(c1ccco1)N1CCN(c2ccccc2F)CC1)c1cccs1 (centres undefined) | -8 | 13 | 0.9 | -0.2
45 | COc1cc(C(=S)N2CCCC2)ccc1OCc1ccccc1F | -53 | 21 | 0.1 | -1.2

(list continues)
cpd	SMILES	TEAD-YAP block	MITF inh	FBW7 act	GPR151 ag
51	Cc1ccccc1Cn1c(C)c(CNCCc2cccs2)c(C(=O)O)c1C	4	8	0.8	0.4
52	CCCN1CC=C2C(C#N)=C(N)C(C#N)(C#N)C(c3ccc(OC)cc3)C2C1 (centres undefined)	8	10	0.3	-1.4
53	Cc1ccc(NC(=O)Nc2sc3nc4n(c(=O)c3c2C)CCC(C)CC4)nc1 (centres undefined)	0	3	0.5	0.2
54	Cc1ccc(/C=C(/NC(=O)c2ccccc2Cl)C(=O)Nc2ccccc2)o1	13	11	-0.3	-0.1
55	CC(=O)CSc1ncnc2sc(C)c(-c3ccccc3)c12	-11	9	0.0	2.2
56	CCOc1ccc(N(CC(=O)N2CCCC2)S(=O)(=O)c2c(C)noc2C)cc1	-10	-14	0.5	-1.5
57	CN1/C(=C/C=C(\C#N)c2nnc3n2CCCCC3)C=Cc2ccccc21	-14	12	-0.6	0.4
58	N#Cc1ccccc1OCC(=O)Nc1ccc2ccccc2c1	-62	3	-0.1	0.3
59	Cc1ccc(NC(=O)c2cccc3c2C(=O)N(Cc2ccccn2)C3)cc1F	-22	-6	-0.2	2.9
60	O=C1NC2(C=Cc3ccccc3O2)Oc2ccccc21 (centres undefined)	-7	-1	0.1	-0.4
61	COc1ccccc1N1CCN(c2nc(-c3cccc(C)c3)nc3ccccc23)CC1	-6	-3	-0.1	-1.4
62	N#C/C(=C\c1ccc2c(c1)OCO2)C(=O)OCC(=O)c1ccc(OC(F)F)cc1	6	12	0.7	-0.2
63	Cc1cc(C)c(S(=O)(=O)N2CCCC2CNC(=O)c2ccccc2)c(C)c1 (centres undefined)	-10	17	0.8	-2.6
64	COc1ccc(C2CC(c3c(-c4ccccc4)c4cc(Cl)ccc4[nH]c3=O)=NN2C(C)=O)cc1 (centres undefined)	7	-4	-0.4	1.5
65	Nc1nc(NCCCN2CCCC2=O)cc(NCc2cccc(C(F)(F)F)c2)n1	16	-9	-0.1	-1.1
66	Cc1cccc(NC(=O)c2ccc(C)o2)c1	-54	18	0.0	-4.7
67	Cc1cc(N2CCN(C)CC2)nc2ccc(NC(=O)c3cccnc3Cl)cc12	-9	-13	-0.1	-0.6
68	CCOC(=O)N1CCN(C(=O)c2ccc(CS(=O)(=O)c3ccc(OC)cc3)o2)CC1	-7	5	0.6	-0.5
69	Cc1c(C(=O)N2CCN(Cc3ccccc3)CC2)sc2ncnc(N3CCN(c4ccccn4)CC3)c12	37*	-10	-0.3	2.9
70	Clc1ccc(Nc2ccccn2)cc1	-38	3	0.3	1.6
71	Cc1cc(C)nc(N2CCC(C(=O)Nc3cccc4ccccc34)CC2)n1	8	6	0.0	0.1
72	CCOCCCn1c(-c2ccncc2)n[nH]c1=S	-50	-1	-0.2	2.4
73	Cc1c([N+](=O)[O-])cc(C(=O)Nc2cccc(C(F)(F)F)c2)cc1[N+](=O)[O-]	13	13	0.2	-0.7
74	C=CCN1CCN(C(CC)c2nnnn2CC2CCCO2)CC1 (centres undefined)	-1	10	-0.1	-1.3
75	O=C1NC(=S)N/C1=C\c1cc2ccccc2nc1N1CCOCC1	-2	1	0.1	-0.7
76	COc1ccc(CC(=O)N2N=C(c3ccncc3)CC2(O)C(F)(F)F)cc1OC (centres undefined)	-8	8	-0.2	-0.6
77	C/C=C/CSC1=C(C#N)C(c2cccs2)C(C(C)=O)=C(C)N1 (centres undefined)	2	-8	-0.1	0.5
78	CSc1c(C)cccc1OCC(=O)NCc1ccccc1	-4	-8	-0.2	-0.2
79	COC(=O)N/N=C/c1c(C)n(CCOc2ccccc2OC)c2ccccc12	7	27	0.3	-1.4
80	c1ccc2c(N3COc4ccc5ccccc5c4C3)cccc2c1	-6	-7	0.0	-1.1
81	N#Cc1cc2cc3c(cc2nc1SCC(=O)Nc1ccc2c(c1)OCCO2)OCO3	1	10	0.1	-1.2
82	O=C(Nc1cccc(OC(=O)c2ccc(F)c(S(=O)(=O)N3CCOCC3)c2)c1)c1ccccc1	32*	-3	-0.1	-0.8
83	CCN(CC)C(=O)CN(c1ccc(Cl)c(Cl)c1)S(=O)(=O)c1ccccc1	1	-25	-0.2	-1.5
84	CC(C)(C)C(=O)CSc1nc2ccccc2o1	-46	3	0.3	-0.2
85	C/C(=N\OC(=O)CCC(=O)O/N=C(\C)c1cccs1)c1cccs1	1	7	0.1	2.7
86	COc1ccc(C2C(C#N)=C(N)OC3=C2C(=O)CC(C)(C)C3)cc1Cl (centres undefined)	-18	21	0.3	-0.6
87	CCOc1cc(C2C3=C(CC(C)(C)CC3=O)Nc3ccccc3N2C(C)=O)ccc1OC(C)=O (centres undefined)	-6	12	-0.2	1.3
88	Cc1cccc(CSc2nnc(CN3CCOCC3)n2C)c1	-9	-6	0.0	-0.1
